Screening data as filed in PubChem BioAssay.
AmpC detergent: AmpC beta-lactamase inhibition with detergent present; P00811; AmpC hydrolysis of nitrocefin, absorbance 480 nm, 0.01% Triton; Potency, µM (series often up to 114 µM), for inactives: at the top dose activity change, negative = inhibition, hits mostly inhibitors; 370,000 compounds, 0.041% hits; AID 485294;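 note: potency is the fitted concentration of half-maximal effect; 0% = no-compound wells and -100% = no-enzyme wells; nearly all actives have a fitted effect of over 25% in size; some results filed as inactive show a strong effect at the top dose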
Target sequence (P00811 whole entry, looked up): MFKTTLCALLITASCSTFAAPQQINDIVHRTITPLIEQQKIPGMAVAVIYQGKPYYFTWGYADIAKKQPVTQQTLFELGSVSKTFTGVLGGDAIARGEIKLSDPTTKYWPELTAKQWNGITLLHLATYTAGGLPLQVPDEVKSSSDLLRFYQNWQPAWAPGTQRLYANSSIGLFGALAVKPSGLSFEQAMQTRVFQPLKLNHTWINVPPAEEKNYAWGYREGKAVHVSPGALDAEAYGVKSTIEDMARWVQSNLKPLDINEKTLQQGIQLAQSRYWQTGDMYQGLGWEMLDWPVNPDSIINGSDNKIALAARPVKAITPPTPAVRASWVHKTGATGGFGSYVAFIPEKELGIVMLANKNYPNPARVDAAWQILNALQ
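AmpC (5.3 nM in the dispensed reagent) in 20 mM phosphate pH 7.0 with 0.01% (detergent screen) or 0.0001% Triton X-100 was preincubated with compounds for 15 min at room temperature. Nitrocefin was then added from an 800 uM solution, and hydrolysis was followed at 480 nm.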
TbPYK inhibitor: T. brucei pyruvate kinase inhibition; 410,000 compounds, 0.12% hits; Potency, µM (titrated, usually from 76.8 µM), without a hit: at the top dose activity, negative = inhibition, actives largely listed as inhibitors; Q57TT1; TbPYK enzyme, Kinase-Glo Plus ATP luminescence, 45 min; note: potency is the fitted concentration of half-maximal effect; nearly all actives have a fitted effect of over 50% in size
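T. brucei PYK with substrate was exposed to pin-transferred compounds across a concentration series, then started with 130 uM ADP (final). After 45 min at room temperature, Kinase-Glo Plus luminescence was read, normalized and curve-fitted.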
AmpC no deterg: AmpC beta-lactamase inhibition without detergent | 330,000 compounds, 0.52% hits | Potency, µM (top dose mostly 57.1 µM), for the others: top-dose activity change, negative = inhibition, actives largely listed as inhibitors | AmpC nitrocefin hydrolysis, absorbance 480 nm, 0.0001% Triton;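 note: potency is the fitted concentration of half-maximal effect; plate controls were no compound for no effect and no enzyme for full effect; nearly all actives have a fitted effect of over 20% in size; some results filed as inactive show a strong effect at the top dose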
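20 mM phosphate pH 7.0 + 0.01% (detergent screen) or 0.0001% Triton X-100; 5.3 nM AmpC reagent; cpd preinc 15 min RT; nitrocefin (800 uM stock) to start; A480 q20 s × 4 min; Activity was normalised to no-enzyme and no-compound control wells.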
HCMV antiviral: blocks human cytomegalovirus replication. HFF cells, HCMV-luciferase reporter, 72 h; active compounds read low. activity change, negative = inhibition, % at 57.5 µM. 410,000 compounds, 4.5% hits. AID 1259415; in the data active = activity change below about -60%; inconclusive = no clear call, values can overlap the other calls; inactive = above about -39%
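After 16 h attachment at 37C, HFF cells received test compound and HCMV-luciferase (1 PFU/cell); reporter luminescence read 72 h later, data normalized against buffer-only and known inhibitor Salinomycin.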
AMA1 RON2 block: disrupts binding of P. falciparum AMA1 to RON2; 360,000 compounds, 0.2% hits; AlphaScreen AMA1-biotinylated RON2 peptide binding; AID 720542; Potency, µM (series often up to 58.2 µM), for the others: at the top dose activity change, negative = inhibition, hits mostly inhibitors;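 note: potency is the fitted concentration of half-maximal effect; 0% = vehicle wells and -100% = peptide control; nearly all actives have a fitted effect of over 45% in size; some results filed as inactive show a strong effect at the top dose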
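AMA1 (3D7) with his tag at 25 nM final met compounds first, then biotinylated RON2 peptide at 25 nM; detection used donor plus acceptor beads, 10 µg/mL apiece, read by AlphaScreen after 30 min at room temperature.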
Sm TGR block: S. mansoni TGR enzyme inhibition. Q962Y6. purified TGR, DTNB reduction, TNB absorbance 405 nm. Potency, µM (titrated, usually from 114 µM), without a hit: top-dose activity change, negative = inhibition, actives largely listed as inhibitors. 360,000 compounds, 3% hits. AID 485364; note: potency is the fitted concentration of half-maximal effect; nearly all actives have a fitted effect of over 60% in size
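First, TGR (20 nM dispensed) and NADPH were mixed with compound. Second, a 15 min room-temperature incubation followed. Third, further NADPH and then DTNB were added to start the reaction. Finally, TNB absorbance was monitored kinetically.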
LmPK inhibitor: blocks Leishmania mexicana pyruvate kinase activity. Potency, µM (top dose mostly 57.5 µM), inactives show at the top dose activity change, negative = inhibition, actives largely listed as inhibitors. AID 1721. purified LmPK, Kinase-Glo ATP luminescence, 1 h. Q27686. 290,000 compounds, 0.37% hits; note: potency is the fitted concentration of half-maximal effect
Target sequence (Q27686 whole entry, looked up): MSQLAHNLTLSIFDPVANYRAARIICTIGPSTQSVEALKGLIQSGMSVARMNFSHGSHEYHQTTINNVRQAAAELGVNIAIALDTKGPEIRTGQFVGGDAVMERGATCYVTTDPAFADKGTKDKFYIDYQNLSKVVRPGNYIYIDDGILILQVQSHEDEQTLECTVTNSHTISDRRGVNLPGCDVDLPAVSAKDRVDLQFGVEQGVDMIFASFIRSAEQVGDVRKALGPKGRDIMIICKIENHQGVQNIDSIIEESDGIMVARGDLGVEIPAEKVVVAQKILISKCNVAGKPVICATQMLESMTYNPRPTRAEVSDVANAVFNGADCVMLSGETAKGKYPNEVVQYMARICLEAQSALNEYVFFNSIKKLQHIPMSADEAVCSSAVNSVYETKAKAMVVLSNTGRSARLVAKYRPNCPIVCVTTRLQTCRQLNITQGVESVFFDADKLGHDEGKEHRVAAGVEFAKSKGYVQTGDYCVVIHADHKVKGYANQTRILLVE
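Purified LmPK (0.1 nM) with 0.5 mM PEP and 0.1 mM ADP in imidazole buffer pH 7.2 with MgCl2/KCl, 1 h at room temperature. ATP formed was read by luciferase luminescence and normalized to no-enzyme and uninhibited controls.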
* hit, by the source's call; ? = inconclusive; nt = not tested or not shown; & = joins results of further samples; [ ] = remark or other dose. Unless noted, calls come from the whole dose curve; as a rule, active = well fitted curve in the direction sought with a large enough effect; inconclusive = small, poorly fitted or top-dose-only effect, or another doubt; inactive = no such curve, though single readings can be large; an effect the other way counts as inactive or inconclusive. Unless noted, % is set by controls: 0 for no effect and ±100 for the full control effect.

No.	canonical_smiles	AmpC detergent	HCMV antiviral	LmPK inhibitor	AmpC no deterg	AMA1 RON2 block	Sm TGR block	TbPYK inhibitor
1	COc1ccc(CNC(=O)c2cc(-n3cnnc3)ccc2Cl)cc1	-16%	-20	-9%	-21%	1%	-7%	-11%
2	CCOC(=O)c1oc2ccc(CNC3CCCCC3)c(Cl)c2c1C	-1%	-1	-1%	-5%	-14%	-1%	5%
3	Cc1ccc(S(=O)(=O)N(C)C)cc1NC(=O)COC(=O)/C=C/c1ccc2c(c1)OCO2	3%	-8	8%	-43%	-4%	-4%	1%
4	CC(C)(C)SCCNC(=O)c1ccc(NS(C)(=O)=O)cc1	-15%	51	5%	-9%	4%	-9%	3%
5	COc1ccc(-c2cc(-c3n[nH]c(=S)n3-c3cccc4ccccc34)[nH]n2)cc1	4%	21	1%	-36%	63%[activator]	nt	-21%
6	Cc1ccccc1C(=O)Oc1ccc2ccc(O)cc2c1	6%	-34	8%	-33%	-5%	1%	1%
7	COC(=O)c1ccccc1NC(=O)CS(=O)(=O)Cc1nc(-c2ccc(C)cc2)oc1C	-7%	-4	11%	-4%	1%	25µM*	2%
8	COc1ccccc1C(=O)NC(=O)COC(=O)c1cnccn1	nt	11	nt	nt	-7%	nt	-4%
9	Cc1ccc(NC(=O)C2CC(=O)N(CCc3ccccc3)C2)cc1Cl (stereo unspecified)	-5%	-12	nt	21%	-8%	2%	-1%
10	Cc1ccc(/C=C/C2=NN(Cc3ccccc3)C(=O)CC2)cc1	2%	-1	7%	26%	-8%	3%	0%
11	O=c1c2ccccc2nc(CBr)n1-c1ccc(Cl)cc1	nt	-32	nt	nt	12%	nt	1%
12	Cc1ccc(NC(=S)NC2CCSc3ccccc32)cc1C (stereo unspecified)	-4%	-23	-8%	11µM*	31%[activator]	5%	-4%
13	CN1/C(=C\C=N\NC(=O)c2cccnc2)C(C)(C)c2ccccc21	-8%	-21	1%	-9%[2.29 µM]	103%[activator]	-12%	2%
14	Cc1ccc(NC(=O)c2ccc3c(c2)C(=O)N(c2cc(C)ccc2C)C3=O)nc1	-9%	16	0%	173%[activator]	13%	1%	0%
15	CC1(C)NC(=O)N(CC(=O)Nc2cc(S(=O)(=O)N3CCOCC3)ccc2N2CCOCC2)C1=O	-9%	nt	7%	-1%	nt	-6%	nt
16	COc1ccc(CCn2c(=O)[nH]c3cc(C(=O)NCCc4ccccc4)ccc3c2=O)cc1OC	1%	nt	0%	-3%	nt	-11%	nt
17	Cc1ccc(NC(=O)C(C)N2C(=O)C3C4CC(C(Br)C4Br)C3C2=O)cc1 (stereo unspecified)	5%	-17	1%	-1%	-2%	5%	-17%
18	CCOc1cc(/C=C2\SC(=S)N(NC(=O)c3cccnc3)C2=O)ccc1O	-1%	-8	-10%	-44%	15%	-13%[57.1 µM]	-3%
19	Cc1ccc(F)c(S(=O)(=O)NC(=O)C2(C)CCN2C(=O)CC2CCCCC2)c1 (stereo unspecified)	nt	14	nt	nt	-5%	nt	2%
20	CC(=O)C1C(c2cccc([N+](=O)[O-])c2)C2C(C)=NN=C2CC1(C)O (stereo unspecified)	-5%	38	-6%	-13%	-12%	0%	-17%
21	CCC(=O)c1ccc(N2CCN(C(=O)COc3ccccc3F)CC2)c(F)c1	-3%	-14	-2%	37%	-14%	2%[57.1 µM]	21%
22	CCCSc1nc(N2CCOCC2)c2c(c1C#N)CCCC2	-13%	-31	-4%	1%	3%	?	-4%
23	Cc1cccnc1NC(=O)CCc1nnc2ccc(N3CCC4(CC3)OCCO4)nn12	3%	-12	-1%	-16%	-9%	-2%	4%
24	CC(NC(=O)COC(=O)/C=C/c1cccc(F)c1)c1ccccc1 (stereo unspecified)	nt	15	nt	-25%	-2%	nt	0%
25	CC(N=C1NS(=O)(=O)c2ccccc21)C(=O)NCc1ccncc1 (stereo unspecified)	-14%	-6	nt	-12%	11%	0%	1%
26	COc1cc2c(=O)n(C)c3ccccc3c2cc1OC	nt	-35	nt	nt	-10%	nt	5%
27	O=C1Nc2ccccc2C(O)(C(=O)NCc2ccco2)N1c1ccccc1 (stereo unspecified)	?	14	-9%	-12%	-16%	?	-7%
28	COc1cccc(N2C(=O)CSC23C(=O)N(CC(=O)NCc2ccc(C)cc2)c2ccccc23)c1 (stereo unspecified)	-1%	-2	nt	nt	nt	3%	-8%
29	CS(=O)(=O)N1CCN(c2ccccc2NC(=O)c2cc3ccccc3o2)CC1	?	19	1%	-9%	7%	-9%	5%
30	COCC(=O)N1c2nc(-c3ccco3)nn2C2(CCCCC2)[C@@H]2CCCC[C@@H]21	13%	-12	nt	nt	nt	-23%	-6%
31	Cc1ccc(C(=O)NCC(=O)OCc2nnc(-c3ccc([N+](=O)[O-])cc3)o2)s1	?	34	nt	-45%	37%[activator]	-9%	-7%
32	COc1ccc(C2=NOC(Cn3nc(-c4ccccc4)cc3C(=O)NCc3ccco3)C2)cc1 (stereo unspecified)	nt	-39	nt	-11%	-12%	nt	0%
33	COCC1CCN(C(=O)CC2C(=O)NCCN2Cc2cccc(Oc3ccccc3)c2)CC1 (stereo unspecified)	-7%	30	-2%	164%[activator]	2%	?	-1%
34	O=C(NNC(=O)c1ccccc1Br)c1ccc(Cl)c(Cl)c1	-12%	-16	-1%	-17%	127%[activator]	-10%	-1%
35	Cc1csc(NC(=O)CSc2nc(C)cs2)n1	-7%	38	0%	-21%	9%	0%	3%
36	O=C(Cc1coc(-c2ccc(F)cc2)n1)N1CCOCC1	-4%	-23	0%	0%	0%	-17%	-5%
37	Cc1ccccc1C(=O)OCCN(C)Cc1ccccc1	-2%	?	-1%	-3%[2.29 µM]	?	-3%	-4%
38	COc1cccc(C2SCC(=O)N2c2ccc(Br)cc2)c1OC (stereo unspecified)	?	-24	4%	-19%	-25%	0%	1%
39	Cc1ccc(C(=O)NC2CCCc3ccccc32)cc1[N+](=O)[O-] (stereo unspecified)	?	11	3%	?	-10%	7%	2%
40	NC(=O)Cn1c(=O)n(CC(=O)N2CCCCC2)c(=O)c2sccc21	0%	-33	0%	-3%	14%	-5%	3%
41	COc1ccc(NC(=O)CN(C)C(=O)c2ccc(NS(=O)(=O)c3ccc(F)cc3)cc2)cc1	?	-17	nt	?	-2%	-5%	-1%
42	Cc1ccc2oc(C(=O)Nc3ccc(S(=O)(=O)Nc4nccc(C)n4)cc3)cc(=O)c2c1	-8%	4	nt	nt	nt	1%	-1%
43	Cc1ccc(SCC(=O)Nc2ccc(N3CCOCC3)cc2)cc1	-3%	50	0%	0%	-4%	nt	2%
44	CCc1ccccc1NC(=O)c1ccc2c(c1)CCN2S(C)(=O)=O	?	2&-3	1%	-13%	-2%	3%&2%	-5%&-13%
45	NS(=O)(=O)c1cccc(NC(=O)CSc2nc3ccccc3c(=O)n2Cc2ccco2)c1	nt	1	nt	-48%	22%	nt	-6%
46	CCCCn1c(NS(=O)(=O)c2ccc(C)cc2)c(S(=O)(=O)c2ccccc2)c2nc3ccccc3nc21	-8%	-29	5%	-13%	-1%	-4%	0%
47	CCN1CCCC1CNC(=O)c1ccc2c(c1)N(Cc1ccccc1F)C(=O)c1ccccc1S2(=O)=O (stereo unspecified)	1%	-22	2%	95%[activator]	1%	-5%	-2%
48	COc1ccc(C(=O)NC(C)CCc2ccccc2)c(OC)c1 (stereo unspecified)	-3%	-1	5%	9%	7%	-31%	3%
49	COc1ccc(C(O)C(CN2CCOCC2)c2ccccc2)cc1 (stereo unspecified)	-5%	6	0%	2%	-6%	1%	3%
50	Cc1cccc(CSCCNC(=O)CSCc2ccc([N+](=O)[O-])cc2)c1	2%	-31	4%	0%	-10%	5%	0%
51	C=CCN(Cc1cccc(OC)c1OC)C(=O)Oc1ccccc1	-4%	-19	nt	-45%	1%	1%	-2%
52	COC(=O)c1cc(-c2ccc(Cl)cc2)n[nH]1	1%	?	-9%	-20%	21%	12%	2%
53	CC(C)[C@H](NC(=O)C1CCN(S(=O)(=O)c2ccc(F)cc2)CC1)C(=O)NCc1ccco1	-4%	0	3%	0%	-17%	-13%	-20%
54	CC(C)(C)c1csc(NC(=O)C2=COCCO2)n1	-12%	22	nt	-6%	5%	1%	-3%
55	CCOC(=O)C1CCN(Cc2ccc3ccccc3c2)CC1	?	-7	-1%	-2%	?	-8%	12%
56	Cc1cccc(NC(=S)NCC(c2ccccc2)N(C)C)c1 (stereo unspecified)	-8%	-19	-7%	-27%	-1%	0%	-6%
57	O=C(NC1CCCC1)C1CC1c1ccccc1 (stereo unspecified)	?	-8	-4%	-5%	-6%	2%	0%
58	CNc1ccc(/C=C(\CCC(=O)O)c2nc3ccccc3s2)cc1[N+](=O)[O-]	?	-25	2%	125%[activator]	-13%	-9%	0%
59	COc1ccc(-n2c(-c3ccccc3)c[n+]3c2CCC3)cc1	4%	-78*	0%	-6%	-13%	10%	1%
60	CCOc1cc(NC(=O)C2CC2)c(OCC)cc1NC(=O)c1cccc(F)c1	-11%	-31	-3%	-4%	-9%	0%	-1%

Retrieved by compound from above:
No.	canonical_smiles	AmpC detergent	HCMV antiviral	LmPK inhibitor	AmpC no deterg	AMA1 RON2 block	Sm TGR block	TbPYK inhibitor
23	Cc1cccnc1NC(=O)CCc1nnc2ccc(N3CCC4(CC3)OCCO4)nn12	3%	-12	-1%	-16%	-9%	-2%	4%
33	COCC1CCN(C(=O)CC2C(=O)NCCN2Cc2cccc(Oc3ccccc3)c2)CC1 (stereo unspecified)	-7%	30	-2%	164%[activator]	2%	?	-1%
26	COc1cc2c(=O)n(C)c3ccccc3c2cc1OC	nt	-35	nt	nt	-10%	nt	5%
32	COc1ccc(C2=NOC(Cn3nc(-c4ccccc4)cc3C(=O)NCc3ccco3)C2)cc1 (stereo unspecified)	nt	-39	nt	-11%	-12%	nt	0%
